CRFR2-BP ag: CRF-BP/CRF-R2 complex agonism; HEK293 CRF-R2/CRF-BP, calcium dye fluorescence (FLIPR); percent of saturating CRF peptide response; activation, % at 13.2 µM; 0.46% of 350,000 active; AID 588473;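 active = activation of at least 50%, plus an integration ratio under a set limit after plate pattern correction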;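 note: plate controls were neutral control wells without compound for no effect and CRF at EC100 for full effect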
M5 ag: agonists of human muscarinic M5 receptor (CHRM5) | 0.19% of 360,000 active | P08912 | CHO-K1 hM5 cells, Fluo-8 calcium fluorescence; 0% DMSO wells, 100% maximal acetylcholine response | activation, % at 3 µM;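 active = activation above the run's mean over test compounds plus 3 SD, cut at about 23% in these data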;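 note: signal is peak over basal fluorescence ratio across the kinetic read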
Target sequence (P08912 whole entry, looked up): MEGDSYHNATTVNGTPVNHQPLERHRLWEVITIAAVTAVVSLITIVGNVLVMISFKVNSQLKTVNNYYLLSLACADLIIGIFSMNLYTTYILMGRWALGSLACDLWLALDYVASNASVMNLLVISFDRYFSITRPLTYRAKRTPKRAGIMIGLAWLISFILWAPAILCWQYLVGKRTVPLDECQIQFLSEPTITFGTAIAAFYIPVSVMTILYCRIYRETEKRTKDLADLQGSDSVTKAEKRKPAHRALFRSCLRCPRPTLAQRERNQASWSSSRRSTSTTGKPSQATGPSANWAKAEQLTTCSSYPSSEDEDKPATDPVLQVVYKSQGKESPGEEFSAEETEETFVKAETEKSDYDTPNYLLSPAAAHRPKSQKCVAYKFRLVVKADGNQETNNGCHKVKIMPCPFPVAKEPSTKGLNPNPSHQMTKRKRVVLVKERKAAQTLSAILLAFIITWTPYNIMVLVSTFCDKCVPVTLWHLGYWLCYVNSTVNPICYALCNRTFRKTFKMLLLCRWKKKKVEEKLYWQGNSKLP
M4 ag: agonists of human muscarinic M4 receptor (CHRM4); 0.14% of 360,000 active; activation, % at 3 µM; CHO-K1 hM4/Gqi5, Fluo-8 calcium fluorescence; vehicle 0%, full acetylcholine response 100%; P08173;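 active = activation above the run mean over all test wells plus 3 SD, cut at about 32% in these data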;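 note: peak over basal fluorescence ratio per well then scaled between controls; 0% = DMSO wells and 100% = acetylcholine at EC100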
Target sequence (P08173 whole entry, looked up): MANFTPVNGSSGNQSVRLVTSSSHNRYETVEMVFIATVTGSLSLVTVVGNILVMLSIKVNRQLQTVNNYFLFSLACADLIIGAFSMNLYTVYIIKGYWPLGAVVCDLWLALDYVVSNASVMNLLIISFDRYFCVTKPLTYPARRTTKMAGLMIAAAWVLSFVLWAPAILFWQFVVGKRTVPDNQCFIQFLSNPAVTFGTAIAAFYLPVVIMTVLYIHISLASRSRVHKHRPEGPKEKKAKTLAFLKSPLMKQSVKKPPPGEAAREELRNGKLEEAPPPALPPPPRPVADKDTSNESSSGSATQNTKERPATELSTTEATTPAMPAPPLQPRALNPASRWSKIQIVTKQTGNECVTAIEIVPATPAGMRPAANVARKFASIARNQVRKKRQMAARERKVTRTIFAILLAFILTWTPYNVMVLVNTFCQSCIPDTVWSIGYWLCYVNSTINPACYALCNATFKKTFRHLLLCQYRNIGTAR
CRFBP-R2 block: blocks CRF-induced signaling of the CRF-BP/CRF-R2 complex; HEK293 CRF-R2/CRF-BP, CRF-induced calcium fluorescence; inhibition, % at 11.8 µM; 0.59% of 350,000 active;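 active = inhibition of the ligand-induced calcium signal above about 50% at the single tested concentration, limit read from the data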
IDE inh: inhibitors of human insulin-degrading enzyme in cells | P14735 | HEK cells, FAbetaB cleavage, fluorescence polarization | inhibition, % at 5.59 µM | 0.41% of 320,000 active;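 active = percent inhibition above the average of all tested compounds plus 3 SD, set per screening campaign, cut at about 16% in these data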;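 note: IDE supplied by intact live HEK cells; FP after avidin binding of uncleaved biotin substrate so inhibition keeps polarization high; 0% = DMSO wells and 100% = 60 µM reference IDE inhibitor Ii1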
M5 antag: CHRM5 antagonism in calcium assay. P08912. CHO-hM5 cells, Fluo-8 calcium fluorescence, ACh EC80. inhibition, % at 3 µM. 0.59% of 360,000 active. AID 624040;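 active = inhibition above a per-plate cutoff, the mean of that plate's test compounds plus 3 SD, cut at about 27% in these data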;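 note: 0% = acetylcholine EC80 with DMSO and 100% = DMSO without agonist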
CHRM4 antagonist: blocks acetylcholine activation of human M4 receptor; inhibition, % at 3 µM; 0.73% of 360,000 active; P08173; AID 624125; CHO-hM4 cells, ACh EC80, Fluo-8 calcium fluorescence;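 active = inhibition above its plate's cutoff, the mean inhibition of sample wells plus 3 SD, cut at about 27% in these data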;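 note: 0% = acetylcholine EC80 with DMSO and 100% = DMSO without agonist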
CHRM4 PAM: potentiates acetylcholine response at human M4 receptor. AID 624126. activation, % at 3 µM. P08173. 0.4% of 360,000 active. CHO-K1 hM4/Gqi5, Fluo-8 calcium fluorescence, ACh EC20; 0% = ACh EC20, 100% = maximal ACh;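 active = activation above its plate's cutoff, the mean activation of sample wells plus 3 SD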; note: some results filed as inactive read as strong as hits
M5 PAM: positive allosteric modulators of human muscarinic M5 receptor | P08912 | CHO-K1 hM5, Fluo-8 calcium, ACh EC20 PAM; 0% = ACh EC20, 100% = ACh EC100 | activation, % at 3 µM | 0.3% of 360,000 active | AID 624038;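 active = activation above the run cutoff, the mean activation of all test compounds plus 3 SD, cut at about 18% in these data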
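system = human M5 receptor in CHO-K1 cells | reagent = EC20 acetylcholine as agonist stimulus | compound dosing = single-point, 3 µM nominal | incubation = Fluo-8 loading 80 min at 37 °C plus 30 min room temperature | detection = Fluo-8 calcium dye fluorescence, kinetic read | benchmarks = low control EC20 acetylcholine (0%), high control EC100 acetylcholine (100%)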
Starred values were filed as active, the others as inactive; . = not tested or not shown. Compounds as they come; about 2.9% have a hit in one of these screens.

SMILES	CRFR2-BP ag	M5 ag	M4 ag	CRFBP-R2 block	IDE inh	M5 antag	CHRM4 antagonist	CHRM4 PAM	M5 PAM
COCCn1c(SCC(=O)NCCCN2CCCC2=O)nc2ccccc2c1=O	0.3	2	0	-3	2	11	-4	2	-2
O=C(C[n+]1cccc(CNC(=O)c2ccc(OC(F)F)cc2)c1)Nc1ccc(SC(F)F)cc1	0.7	-8	0	3	-1	6	19	-13	-5
Cc1cc(C)cc(OCc2nnc(SCC(=O)NC3CC3)n2C)c1	-3.6	-5	1	13	0	2	-2	5	-1
O=C(Nc1ccc(N2CCN(C(=O)c3ccccc3)CC2)cc1)c1cc([N+](=O)[O-])ccc1N1CCOCC1	0.0	-2	4	6	2	9	-4	-3	-7
Cc1ccc(SCCNC(=S)Nc2cc(C)cc(C)c2)cc1	3.3	-8	5	26	-1	14	16	-12	-15
O=C(Nc1c(Cl)cc(Cl)cc1C(=O)NCCN1CCOCC1)c1ccc(Cl)cc1Cl	-0.7	-1	-1	-7	1	4	4	27	-2
O=C(Nc1ccccc1C(=O)N1CCCC1)C1CCN(c2ncccn2)CC1	-4.3	0	1	-34	3	-8	-3	0	-5
O=C(N/N=C/c1ccc([N+](=O)[O-])o1)C(=O)Nc1ccc(C(=O)O)cc1	-0.4	1	0	7	-2	18	1	6	-5
N#CC1(NC(=O)COC(=O)c2ncc(Cl)c(Cl)c2Cl)CCCCC1	-2.7	-2	1	14	-3	-3	-1	-3	2
CCOC(=O)c1sc(=N)n(-c2ccc(OC)cc2)c1C	-0.1	-7	-1	-26	3	-11	-2	8	3
N=c1c2c(ncn1CCN1CCOCC1)Oc1cc(O)ccc1C2c1ccccc1 (stereo not given)	-1.0	5	19	-2	-2	13	11	-28	-19
Nc1nonc1-n1nnc(C(=O)N/N=C/c2ccncc2)c1-c1cccs1	-1.0	3	3	-17	4	-2	10	2	-1
CCN(CC)S(=O)(=O)c1ccc(C(=O)OCC(=O)N2CCOCC2)cc1	2.1	0	3	-2	1	0	-5	2	0
O=C(CNC(=O)c1ccc(OC(F)F)cc1)Nc1cccc(S(=O)(=O)N2CCCC2)c1	-0.9	0	0	9	5	3	4	6	-8
Cc1ccccc1N1CCN(Cc2cccc(C(=O)O)c2)CC1	0.0	-8	0	4	3	1	6	-2	0
CCOC(=O)C1=NN(C(=O)c2ccc(OC)cc2)C(O)(c2ccc(Cl)cc2)C1 (stereo not given)	80*	1	3	-4	-2	7	3	2	0
O=C(COC(=O)c1ccc(Br)o1)NCc1ccccc1Cl	-3.8	0	0	-7	-3	10	7	2	-17
Fc1cccc(-c2c(-c3ccccc3)ncc3cc(F)ccc23)c1	1.0	-2	0	-4	-4	18	-3	1	-13
CS(=O)(=O)c1ccc(-c2sc3cc4c(cc3c2C(=O)NN2CCOCC2)OCO4)cc1	1.3	3	7	-2	1	4	10	-1	0
O=C(NCc1cccnc1)/C(=C\c1ccc(-c2ccc(Br)cc2)o1)S(=O)(=O)c1ccccc1	-2.6	-2	6	-39	9	13	21	-17	-7

No new results follow: entries from further up.
SMILES	CRFR2-BP ag	M5 ag	M4 ag	CRFBP-R2 block	IDE inh	M5 antag	CHRM4 antagonist	CHRM4 PAM	M5 PAM
Fc1cccc(-c2c(-c3ccccc3)ncc3cc(F)ccc23)c1	1.0	-2	0	-4	-4	18	-3	1	-13
CS(=O)(=O)c1ccc(-c2sc3cc4c(cc3c2C(=O)NN2CCOCC2)OCO4)cc1	1.3	3	7	-2	1	4	10	-1	0
O=C(NCc1cccnc1)/C(=C\c1ccc(-c2ccc(Br)cc2)o1)S(=O)(=O)c1ccccc1	-2.6	-2	6	-39	9	13	21	-17	-7

Other results follow:
SMILES	CRFR2-BP ag	M5 ag	M4 ag	CRFBP-R2 block	IDE inh	M5 antag	CHRM4 antagonist	CHRM4 PAM	M5 PAM
COc1cc(NC(=O)C2CCN(c3cnccn3)CC2)cc(OC)c1OC	-0.6	-3	0	-4	2	0	-3	5	3
COc1ccc2nccc(C(N)=O)c2c1	-1.1	-2	1	-9	-2	8	9	6	0
O=c1[nH]c2cc3c(cc2cc1CN(Cc1ccccc1)Cc1nnnn1Cc1ccco1)OCCO3	-0.5	-2	1	-7	.	0	22	-11	2
CCc1nc2c(OCc3ccc(OC)cc3)cccn2c1N(C)C(=O)c1ccco1	.	-2	0	.	.	-2	11	-7	-2
CCSC1=N/C(=C\c2ccccc2)C(=O)N1	0.8	-1	0	-37	-3	-1	4	-1	-2
CCCn1cc(SCC(=O)NCc2ccco2)c2ccccc21	-0.5	-7	-2	1	2	-7	-9	2	4
CCOC(=O)C(NC(=O)CC)(Nc1nc2c(s1)CCCC2)C(F)(F)F (stereo not given)	-1.6	-1	0	14	-4	2	-1	-5	-16
COc1cccc(NC(=O)[C@H](Cc2ccccc2)NC(=O)[C@@H]2Cc3ccccc3CN2)c1	-1.3	-1	5	-14	6	-10	-13	-1	2
Cc1ccc(Nc2c(-c3ccc(C)o3)nc3cnccn23)cc1	1.1	-1	-1	-2	5	-2	-8	4	1
CN(C)CCOC1(Cc2ccc(F)cc2)CCC(C(C)(C)C)CC1 (stereo not given)	8.4	16	13	-56	.	-22	-10	1	19*
Cc1ccc(C(=O)N/C(=C/c2ccc(F)cc2)C(=O)NCc2ccncc2)cc1	0.0	0	3	1	0	2	-6	4	-2
CCN(C(=O)CSc1ccc2c(c1)OCCO2)C1CCS(=O)(=O)C1 (stereo not given)	-0.8	-1	1	0	1	8	3	-3	-7
Clc1ccccc1OCc1nnc(-c2ccccc2)o1	2.2	-7	0	-2	-1	5	-9	-2	0
O=C(Nc1ccc(S(=O)(=O)N2CCOCC2)cc1)c1ccc(S(=O)(=O)N2CCOCC2)cc1	-2.2	1	0	-11	2	-1	-10	1	0
Cc1cccc(NC(=O)CS(=O)(=O)c2cn(C)c3ccccc23)c1C	0.6	-1	3	7	4	1	-7	5	-5
Cc1ccc(-c2csc(N3CCN(CCCn4c(-c5ccncc5)nc5ccccc54)CC3)n2)cc1	1.6	-6	6	-20	7	18	12	-6	-24
COc1cc(C(=O)Nn2c(C)nc3ccccc3c2=O)cc(OC)c1OC	6.5	0	11	11	3	5	-15	-6	-11
Cc1ccc(CNC(=O)c2ccc3c(c2)S(=O)(=O)c2ccccc2C3=O)o1	-3.9	0	8	2	3	4	-3	2	-1
CC(C)c1ccc(S(=O)(=O)NCCCN2CCOCC2)cc1	0.9	2	2	25	.	3	0	4	-1
CCOC(=O)N1CCN(Cc2nc3c(c(=O)[nH]c(=O)n3C)n2Cc2cc(C)ccc2C)CC1	-1.8	4	0	-27	0	-10	-6	1	7
CCOc1ncccc1C(=O)OCc1nnc(-c2ccccc2)o1	-1.2	-5	4	9	2	0	-11	5	1
CC1C(=O)N(Cc2cn(CCC3OCCCO3)nn2)CCS(=O)(=O)N1Cc1ccc(-c2ccncc2)cc1 (stereo not given)	1.1	0	2	-5	.	3	-15	8	4
COc1ccc(Cc2nnc(NC(=O)c3ccco3)s2)cc1	1.2	2	1	-25	-1	-4	4	-4	0
Cc1ccc(-n2cccn2)c(CN2CCC(CO)(CCc3ccccc3)CC2)c1	-0.7	-16	1	-8	.	6	-3	0	-3
Cc1ccc(CC2CC(=O)N(c3cc(Cl)ccn3)C2=O)cc1 (stereo not given)	-1.2	-6	1	15	-2	8	-16	9	-5
COc1cc(NC(=O)C2CCN(S(=O)(=O)c3ccc(N4CCCC4=O)cc3)CC2)cc(OC)c1	0.0	-1	11	11	0	4	0	-6	-3
COc1cccc(N2C(=O)Nc3ccccc3C2(O)C(=O)NCc2ccc3c(c2)OCO3)c1 (stereo not given)	-2.3	-8	1	-7	4	-11	-3	9	8
CCOc1ccc(NC(=O)CN2C(=O)NC3(CCCCCC3)C2=O)cc1	-0.9	1	2	1	3	7	1	2	-1
Cn1c(SCC(=O)Nc2ccccc2)nc2c([nH]c3ccccc32)c1=O	2.2	-4	0	1	2	-1	3	0	6
Cc1cc(NS(=O)(=O)c2ccc(NC(=O)COc3ccc(Br)cc3)cc2)nc(C)n1	1.8	-4	2	3	1	4	-15	4	3
C/C(=N/NC(=O)c1ccncc1)c1ccc(NC(=O)c2ccccc2)cc1	0.1	0	2	41	.	3	3	3	1
Cc1cc2c(c(C)c1CCO[C@@H]1O[C@H](CO)[C@@H](O)[C@H](O)[C@H]1O)C(=O)[C@@H](C)[C@@H]2O	-0.2	2	0	-2	3	4	11	-3	0
CCc1nc2c(OCCn3cccc3)cccn2c1N(C)C(=O)c1ccc(OC)cc1	.	-1	0	.	.	1	3	1	4
O=C(CSc1nnc(C2CCCCC2)n1Cc1ccccc1)NCc1ccco1	-0.1	2	0	27	1	-3	-7	0	5
CN(c1ccccc1C(=O)N1CCOCC1)S(C)(=O)=O	5.8	0	0	3	3	4	-1	5	3
O=C(CC(C(=O)N1CCc2ccccc21)n1ccnc1)N1CCc2ccccc2C1 (stereo not given)	-0.1	-1	-3	2	-3	-8	-2	7	3
O=C(CN1C(=O)c2ccccc2C1=O)Nc1sc2c(c1C(=O)NCc1ccco1)CCCC2	1.7	-5	0	2	-7	7	6	-1	-5
O=C(CCN1CCN(c2ccccc2F)CC1)c1ccc(Br)cc1	-1.4	-3	4	-1	-1	-1	-7	3	-2
COC(=O)c1[nH]c2cccc(OC)c2c1NC(=O)CCN1CCSCC1	0.1	0	0	0	2	-7	0	-2	7
CCOC(=O)N1CCN(S(=O)(=O)c2ccc(C(=O)Nc3sc4c(c3C(N)=O)CC(C)(C)NC4(C)C)cc2)CC1	-2.0	-7	1	-7	2	16	0	2	-2
COc1ccccc1-n1c(-c2ccc(F)cc2)coc1=O	-0.3	-6	1	3	0	4	-1	-2	-3
CCOC(=O)Cc1nnc(Nc2cccc(C)c2)c2ccccc12	1.7	-4	-1	-28	-1	0	-4	7	1
CN1CCN(c2ccccc2NC(=S)NC(=O)c2cc3ccccc3o2)CC1	0.5	-6	3	-13	-3	-5	-1	10	6
Cc1ccc(OCC(=O)Nc2ccc3c(c2)OCO3)cc1C	-4.6	-5	1	4	0	-15	-15	1	-5
CC(=O)c1cccc(NC(=O)Cn2nc(-c3ccc(Cl)cc3)ccc2=O)c1	1.8	-3	4	8	11	9	-4	-2	-4
O=C(NCCOc1ccccc1)C1CCC(=O)N(CCCN2CCOCC2)C1 (stereo not given)	-1.2	-3	0	8	0	-8	5	0	5
Cc1ccc(-c2nnc(N3CCOCC3)c3ccccc23)cc1S(=O)(=O)NCC1CCCO1 (stereo not given)	0.3	1	7	0	1	0	-5	10	-4
C=CCOc1c(Br)cc(CNc2ccc(NC(=O)CCC)cc2)cc1OCC	0.0	-4	0	10	-1	1	5	-1	1
CCCn1c(=O)[nH]c(=O)c2c1nc(-c1ccc(OC(F)F)c(OC)c1)n2CCOC	0.2	-2	0	6	5	1	1	3	2
CCCCN(C)CCCNC(=O)C1CCC(CNS(=O)(=O)c2c(C)cc(C)cc2C)CC1 (stereo not given)	0.1	-8	0	-13	2	10	5	-6	-4
NC(=O)c1nsc(C(=O)N(c2cccc(F)c2)C(C(=O)NCC2CCCO2)c2c[nH]c3ccccc23)c1N (stereo not given)	-0.5	-1	14	-18	1	8	-7	2	-1
COc1ccc(Cl)cc1NC(=S)N(Cc1cccnc1)Cc1ccco1	-1.1	1	1	1	-1	12	2	-6	4

Screening results deposited in PubChem by several laboratories.
